Compound activity (PubChem)
SSB-PriA inh = blocks PriA binding to SSB C-terminal tail; AlphaScreen SSBct-PriA binding, biotinylated peptide; inhibition, % at 33 µM; 430,000 tested, 0.6% active; in the data active = inhibition mostly above about 37%, no sharp cut-off; inactive = mostly below about 20%;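 note: plate controls were negative control peptide for no effect and reference peptide for full effect; strong numbers were not always called active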
Active calls of the source: *; & = joins results of further samples. These rows are one share of the data; count on the stated rates, not on these rows.

SMILES	SSB-PriA inh
CC(C)(C)Sc1ccc2nn(CC(=O)Nc3ccccc3C(F)(F)F)c(=O)n2n1	-7
CC(=NNC(=O)c1cccc(S(=O)(=O)N2CCOCC2)c1)c1ccc(OCC(=O)N(C)C)cc1	-8
CC(=O)Nc1cccc(NC(=O)CSc2nc(CC(=O)NCCC3=CCCCC3)cs2)c1	6
O=C(CSCc1ccccc1)Nc1nc(-c2ccc3c(c2)OCCO3)cs1	-7
Cc1cc(N2CCC(NC(=O)c3ccc(N4CCOCC4)cc3)CC2)n[nH]1	-7
COc1ccc(OCC(=O)NN=C(C)Cc2ccccc2)cc1	-5
O=C(NCCc1csc2nc(-c3ccccc3F)nn12)NC1CCCCCC1	-10
CC(=O)NCCc1nc2ccccc2n1CCCCOc1ccc(C)cc1	13
Cc1cnc(NC(=O)c2coc(NC(=O)c3ccsc3)n2)s1	3
O=C(NC1CCCCC1)C(=O)N1CCN(Cc2ccc3c(c2)OCO3)CC1	-1
COc1ccccc1Oc1coc2c3c(ccc2c1=O)OCN(Cc1cccs1)C3	-15
N#Cc1cccnc1OC1CCN(C(=O)CSc2ccc(F)cc2)CC1	-16
O=C(Cc1cccs1)NCCCn1ncccc1=O	-1
CN(C)S(=O)(=O)N1CCc2nc(NC(=O)Nc3cccc(C(F)(F)F)c3)sc2C1	-3
O=C(/C=C/c1cccc(F)c1)c1cccs1	9
NC(=NOC(=O)COc1ccc(Br)cc1Cl)c1ccncc1	1
O=C(C1CC1)N1CCC[C@@H]1CS(=O)(=O)c1ccccc1	-12
OC(CN1CCN(Cc2ccccn2)CC1)c1cccs1 (stereo not given)	-4
Cc1ccc(N2CCCS2(=O)=O)cc1NC(=O)Cc1c(C)noc1C	-10
O=S(=O)(/C=C/c1ccccc1)N1CCOC2(CCOCC2)C1	-4
CCOc1ccc(NC(=O)CSc2nc3[nH]ncc3c(=O)n2-c2ccccc2CC)cc1	8
Cc1cccc(-c2noc(CSc3nc4ccsc4c(=O)n3-c3ccccc3)n2)c1	10
COC(=O)CCC(O)=C1C(=O)CC(C)(C)CC1=Nc1ccccc1OC	-16
Cn1nc(CNC(=O)Cc2ccc(F)cc2)cc1-c1ccco1	-7
C(=NN=Cc1ccncc1)c1ccncc1	-13
Cc1ccc2cccc(C(=O)N3CCC(S(=O)(=O)c4ccccc4)CC3)c2n1	-22
CCCCc1ccc(NS(=O)(=O)CC23CCC(CC2=O)C3(C)C)cc1 (stereo not given)	-7
Cc1ccccc1C(=O)NC[C@H](O)Cn1ccccc1=O	-1
Cn1cc(C(=O)N2CCCC2)cc(NC(=O)COc2ccc(F)cc2)c1=O	-4
Nc1nc(SCC(=O)Nc2cccc(F)c2)ncc1S(=O)(=O)c1cccs1	1
CSc1ccc(CC(=O)N(CCn2cccn2)c2nc3c(F)cccc3s2)cc1	-4
O=C(NCCC1=CCCCC1)C(=O)NCCc1c[nH]c2ccccc12	4
Cc1cc2nc[nH]c2cc1C	-5
CC(=O)SCC(=O)Nc1nc2ccc(F)cc2s1	-14
O=C(CSc1ncnc2scc(-c3ccc(Cl)cc3)c12)Nc1nsc(-c2ccc(Cl)cc2)n1	-20
COc1ccc(CC(C)=NNC(=O)c2ccc(Cl)cc2)cc1	8
O=C(Cn1cnc2c([nH]c3ccccc32)c1=O)NCc1cccc(C(F)(F)F)c1	-26
COc1cc2c(cc1OC)C(COc1cc(C)cc(C)c1)N(C(=O)CSCc1ccccc1)CC2 (stereo not given)	-8&7
COc1ccccc1C(=O)N1CCc2cc(S(=O)(=O)NC3CCCC3)ccc21	-7
O=C(CNC(=O)c1ccco1)NN=Cc1ccc(O)cc1O	-4
Cc1cccc(CC(=O)NC[C@@](O)(c2ccccc2)C(F)(F)F)c1	-11
CCN(Cc1cnc2ccccn12)C(=O)c1ccc2nsnc2c1	10
O=C(NCc1ccco1)C1CCC(Cn2c(SCc3ccccc3Cl)nc3ccccc3c2=O)CC1 (stereo not given)	-8
Cc1nn(C2CCS(=O)(=O)C2)c2nc(-c3cccs3)cc(C(=O)NCc3cccs3)c12 (stereo not given)	2
COc1ccc(C(CNC(=O)C(=O)Nc2ccccc2SC)N2CCOCC2)cc1 (stereo not given)	-9
CCOc1cccc(C=NNC(=O)c2ccc3c(c2)OCCO3)c1O	3
Oc1c(C(c2cccc(F)c2)N2CCc3ccccc3C2)sc2ncnn12 (stereo not given)	-4
CCOC(=O)c1cnc2cc(C(F)(F)F)ccc2c1Nc1c(C)n(C)n(-c2ccccc2)c1=O	-12&-8
O=C(Nc1nc2ccccc2c2nc3ccccc3n12)c1sc2ccccc2c1Cl	11
O=S(=O)(NC[C@@H](c1ccsc1)N1CCc2ccccc2C1)c1cccc2ccccc12	-2
Further records
SMILES	SSB-PriA inh
COc1ccc(NC(=O)Cn2nc3cc(C)nc(Nc4ccc(F)cc4)n3c2=O)cc1F	-5
CN(C)c1ccc(OC2CCN(C(=O)Cn3cccn3)C2)nn1 (stereo not given)	-23
O=C(CN1C(=O)CCC1=O)NCC#CCOc1cccc(C(F)(F)F)c1	-17
O=C(Cc1ccc(Br)cc1)Nc1ccccc1-c1ccc(=O)[nH]n1	-15
O=C(C1CC=CCC1)N1CCC(Oc2ccc(Cl)cn2)CC1 (stereo not given)	-22
CCOc1cc(NC(=O)c2cc3ccccc3o2)ncn1	-5
CCn1cc(NC(=O)Nc2ccccc2SC)c2ccccc21	8
COc1ccccc1N1CCN(CCNC(=O)c2ccc(Cl)c(Cl)c2)CC1	-29
CCOc1cccc(C(=O)NN=Cc2coc3ccccc3c2=O)c1	-6
COc1ccc(Br)c(C(=O)N2CCCC2CS(=O)(=O)c2ccccc2)c1 (stereo not given)	-1
O=S(=O)(NN=Cc1ccc2c(c1)OCO2)c1ccccc1	0
O=C(Nc1ccccc1C(F)(F)F)c1ccc(=O)n(Cc2cccc(Cl)c2)c1	-10
CCc1ccc(C=NNC(=O)c2cc(C)on2)s1	-7
CCOC(=O)c1ccc(NC(=O)Cn2cnc(-c3ccc(OCC)cc3)cc2=O)cc1	-9
O=C(NN=Cc1cccc([N+](=O)[O-])c1)c1cc[n+](CCO)cc1	5
CC(=O)NCc1cccs1	0
Cc1cc(C(=O)NCC2(Sc3ccccc3)CCOCC2)c(C)o1	-3
O=C(NCc1cccs1)[C@H]1CCCN(c2cc(-n3ccc4ccccc43)ncn2)C1	3
Cc1nc(C#N)c(NN=Cc2c(F)cccc2Cl)o1	10
COCCNC(=O)Cc1ccc(NC(=O)c2ccc3ncsc3c2)cc1	-14
COc1cccc(Nc2nc3c(S(=O)(=O)c4ccc(C)c(C)c4)nnn3c3ccc(Cl)cc23)c1	-16
COc1ccccc1NC(=O)CCCSc1ccc(NC(=O)C2CC2)nn1	-2
CN1CC(=O)NC1=N	0
Cn1c(NN=Cc2c[nH]c3ccccc23)nc2ccccc21	34
COC1(CNC(=O)c2ccccc2C)Cc2ccccc2C1	2
CC(O)(CNC(=O)CN1C(=O)CCC1=O)Cc1ccco1 (stereo not given)	-1
CCOc1cc(C=NNC(=O)c2ccc(NC(=O)C(C)(C)C)cc2)ccc1OC(=O)c1ccc(C)cc1	-7
O=C(Nc1ccon1)c1csc2nc(-c3ccc(F)cc3)cn12	4
O=C(NCc1cnn2ccccc12)c1cncc(Br)c1	-6
COC(=O)N1CCc2ccc(NC(=O)c3cc4cccc(OC)c4o3)cc2C1	5
CCOc1cc(C=NN=C(N)c2nonc2N)cc(Br)c1OCc1cccc2ccccc12	2
Cc1cc(S(=O)(=O)NC[C@@H](c2cccs2)N2CCc3ccccc32)ccc1F	-2
O=C(NCc1nc(-c2ccccc2)no1)c1cc(=O)[nH]cn1	-6
Cc1ccc(C(=O)Nc2ccc(SCC(=O)Nc3ccc4c(c3)OCCO4)nn2)cc1	13
Cc1nc(-c2ccccc2Cl)sc1CNC(=O)c1ccc2nsnc2c1	-5
COc1cc(C=Nn2nnnc2N)ccc1OCC#N	-8
NC(Cc1nc2ccccc2s1)=NO	-6
O=C(CN1CCN(C(c2ccccc2)c2ccccc2)CC1)Nc1ccc(F)cc1	13
CCOC(=O)CNC(c1ccccc1)c1cc(Br)ccc1NC(=O)c1ccccc1 (stereo not given)	0
O=C(Cc1cccs1)Nc1nc(CN2CCc3ccccc3C2)cs1	-3

Copied from the list.
SSB-PriA inh result of `Cc1cc(S(=O)(=O)NC[C@@H](c2cccs2)N2CCc3ccccc32)ccc1F` stands at -2
SSB-PriA inh result of `CCOc1cc(C=NN=C(N)c2nonc2N)cc(Br)c1OCc1cccc2ccccc12` stands at 2
SSB-PriA inh result of `Cc1nc(-c2ccccc2Cl)sc1CNC(=O)c1ccc2nsnc2c1` stands at -5
SSB-PriA inh result of `O=C(CN1CCN(C(c2ccccc2)c2ccccc2)CC1)Nc1ccc(F)cc1` stands at 13

Next entries follow.
SMILES	SSB-PriA inh
CNC(=O)CCc1nc2sc3c(c2c(=O)[nH]1)CCC(C(C)(C)C)C3 (stereo not given)	-14
CCOC(=O)c1ccc(NC(=O)Cn2nc3c(N4CCOCC4)nccn3c2=O)cc1	-10
COc1ccc(Br)c(C=NNC(=O)COc2ccc(-c3ccccc3)cc2)c1	4
CC(C)CS(=O)(=O)C1CN(C(=O)CCn2cnc3ccccc3c2=O)C1	-5
Nc1nc(SCC(=O)Nc2ccccc2C(F)(F)F)[nH]c(=O)c1NC(=O)c1cccs1	-5
Cc1cccc(S(=O)(=O)N2CCN(CCn3nc(-c4ccccc4)ccc3=O)CC2)c1	-2
COc1ccccc1OCC(=O)Nc1ccc2c(c1)CN(C(=O)C(C)C)CC2	-6
O=C(CSc1cccc2cccnc12)NC(c1ccccc1)c1ccccc1	16
O=C(NN=Cc1coc2ccc(Cl)cc2c1=O)c1ccncc1	12
COC(=O)c1ccc(C=NOCC(=O)NC2CCCC(C)C2C)cc1 (stereo not given)	-12

An excerpt of these results, with bars between the fields:
SMILES | SSB-PriA inh
O=C(CSCc1ccccc1)Nc1nc(-c2ccc3c(c2)OCCO3)cs1 | -7
Cc1cc(N2CCC(NC(=O)c3ccc(N4CCOCC4)cc3)CC2)n[nH]1 | -7

Continuation:
SMILES	SSB-PriA inh
O=C(NCCOc1ccc(F)cc1)c1cccs1	-18
Cc1cc(N(C)C)nc(CNC(=O)c2ccccn2)n1	-11
COc1cc(C=NNC(=O)c2cc[n+]([O-])cc2)ccc1O	-3
COC(=O)c1cc(OCC(=O)NCc2ccc3c(c2)OCO3)c2cc(F)ccc2n1	-6
Cc1noc(-c2ccsc2NC(=O)c2ccc(S(=O)(=O)N(C)C)cc2)n1	-12
CN(C)c1ccc(C=NO)cc1	0
Cc1ccc(-c2csc3ncnc(Oc4ccc5c(c4)OCO5)c23)cc1	2
COc1ccc(CCNC(=O)Cn2ccn(S(=O)(=O)c3ccc(C)cc3)c2=O)cc1OC	11
Cc1nn(-c2ccccc2)c(C)c1C=NNC(=O)c1cc(-c2ccc(Br)s2)[nH]n1	-5
COC(=O)CSC1CCN(S(=O)(=O)c2cccc(-c3ccc(Cl)cc3)c2)C1 (stereo not given)	-36
CN1C(=O)C(C)(C)COc2ccc(NS(=O)(=O)c3cccc(Cl)c3)cc21	-26
O=C(O)c1ccc(-c2ccc(/C=c3\sc4ncnn4c3=O)o2)cc1	-10&0
CC(=NNc1cc(-c2ccccc2)nc(-c2ccccc2)n1)c1ccc(O)cc1	3
CCCn1c(=NC(=O)c2ccc(Cl)s2)sc2cc(F)cc(F)c21	-9
COc1ccc(OC)c2sc(NCCCN3CCOCC3)nc12	16
COc1cc(S(=O)(=O)NC(C)(C)C)ccc1Cl	5
Cc1ccc(C=NNC(=O)CCn2nc(C)cc2C)c(C)c1	-4
CC(C=NNC(=O)c1ccc(CN2c3cccc4cccc(c34)S2(=O)=O)cc1)c1ccccc1 (stereo not given)	-19
CCOC(=O)C1CCN(C(=O)c2csc(Nc3ccc(OC(F)(F)F)cc3)n2)CC1	6
O=C(CSc1nnc(CCc2nc3ccccc3s2)o1)N1CCN(c2ccccc2F)CC1	-3

Of the compounds above, three have a cyano group.
SMILES	SSB-PriA inh
N#Cc1cccnc1OC1CCN(C(=O)CSc2ccc(F)cc2)CC1	-16
Cc1nc(C#N)c(NN=Cc2c(F)cccc2Cl)o1	10
COc1cc(C=Nn2nnnc2N)ccc1OCC#N	-8

The results go on:
SMILES	SSB-PriA inh
Cc1[nH]c(=O)[nH]c(=O)c1C=NNC(=O)CCNC(=O)OC(C)(C)C	-2
Cc1ccc(-c2[nH]c3ccccc3c2SCCNC(=O)c2ccc(Br)o2)cc1	2
O=C(COc1ccccc1)NCC(=O)NN=Cc1ccc(O)cc1O	-9
O=C(NCCc1ccoc1)c1ccc(Cl)s1	-27
CC(C)S(=O)(=O)Nc1ccc2c(c1)NC(=O)C(C)(C)CO2	1
CC(C)(C)C(=O)Nc1cnn(C2CCOCC2)c1	-10
CC(C)CNC(=O)c1ccc2c(=O)n(Cc3ccccc3)c3nn(CC(N)=O)c(=O)n3c2c1	-4
O=C(O)c1cnc(NCC2CCCO2)nc1-c1ccccc1 (stereo not given)	-2
O=C(COc1cccnc1)N1CC(Oc2nc3ccccc3s2)C1	-9
COC(=O)Cn1c(=NC(=O)c2cc(Cl)sc2Cl)sc2cc(S(N)(=O)=O)ccc21	-8
Cc1nnc(NC(=O)CCc2csc(NC(=O)Nc3cccc(Cl)c3)n2)s1	-4
NC(CC(=O)Nc1ccc(F)cc1)=NO	-7
O=C(N1CC(n2ccnn2)C1)C1(c2ccccc2)CCOCC1	-8
C[C@](O)(CNC(=O)c1ccccc1Br)c1cc2ccccc2s1	-4
Cc1cccc(NC(=O)C2(c3ccc(F)cc3)CC2)c1C	-8
Cc1nn(C2CCS(=O)(=O)C2)c2nc(-c3ccccc3)cc(C(=O)Nc3ccc(N(C)C)cc3)c12 (stereo not given)	44

Some of the entries so far, bar-delimited.
Compound | SSB-PriA inh
NC(CC(=O)Nc1ccc(F)cc1)=NO | -7
O=C(N1CC(n2ccnn2)C1)C1(c2ccccc2)CCOCC1 | -8
C[C@](O)(CNC(=O)c1ccccc1Br)c1cc2ccccc2s1 | -4
